MEX-5 binding: MEX-5 zinc finger RNA-binding disruptors – biochemical, C. elegans, fluorescence polarization, MLPCN library, primary screen. MEX-5/FITC-TCR2 RNA binding; active compounds read low. AID 1832, 2009. activity score (negative = inhibition of binding), % at 10 µM. 300,000 tested, 0.38% active;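 active = inhibition past about -25% in most replicates, and total fluorescence under double the plate's negative control median, limit read from the data; inconclusive = replicates evenly split on the limit, or fluorescence at least double controls; inactive = too little inhibition in most replicates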;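 note: 0% = DMSO and -100% = 5 µM competing unlabeled TCR2 RNA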
VLA-4 inh: inhibition in human VLA-4 binding assay, primary screen, VLA-4 allosteric modulator project, MLPCN library, flow cytometry, VLA-4 expressing cells. Integrin alpha-4 (Homo sapiens), P13612. ligand binding flow cytometry. inhibition, % (about 7 µM as worked out from the volumes in the protocol). 330,000 tested, 0.2% active; in the data active = inhibition above about 50%
Bcl-xL primary: inhibitors of human Bcl-xL, primary screen, biochemical, fluorescence polarization, HTS | Bcl-2-like protein 1 (Homo sapiens), Q07817 | GST-Bcl-xL / FITC-Bim BH3 peptide fluorescence polarization | inhibition, % at 10.9 µM | 320,000 tested, 0.7% active | AID 2129, 2009;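 active = inhibition above the mean of all tested compounds plus 3 SD, cutoff set per campaign, cut at about 30% in these data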;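 note: 0% = DMSO wells and 100% = unlabeled Bim-BH3 peptide competitor; inhibitors lower millipolarization by displacing the labeled peptide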
Target sequence (Q07817 whole entry, looked up): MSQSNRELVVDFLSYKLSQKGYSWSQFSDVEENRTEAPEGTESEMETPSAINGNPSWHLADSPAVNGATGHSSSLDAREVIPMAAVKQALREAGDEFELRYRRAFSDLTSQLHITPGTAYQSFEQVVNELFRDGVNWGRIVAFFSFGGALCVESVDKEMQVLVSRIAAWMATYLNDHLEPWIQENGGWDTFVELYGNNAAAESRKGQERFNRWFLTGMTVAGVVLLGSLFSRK
CIT2 TOR yeast: modulators of CIT2-GFP expression in yeast, primary screen, S. cerevisiae, GFP fusion, multiplex flow cytometry, MLPCN library | S. cerevisiae CIT2-GFP strain, 3 h; 100 means same as DMSO wells | GFP response vs DMSO, % at 10 µM | 320,000 tested, 0.065% active;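 active = GFP response relative to DMSO above a set limit, near the screen mean plus 3 SD, cut at about 150% in these data; inconclusive = Fewer than 70 cells measured for a yeast strain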;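 note: ratio of well median GFP fluorescence to mean of DMSO wells on the plate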
GLD-1 RNA inh: GLD-1/TGE RNA complex disruptors, primary screen, biochemical, fluorescence polarization | inhibition, % at 5.96 µM | Female germline-specific tumor suppressor gld-1 (Caenorhabditis elegans), Q17339 | 320,000 tested, 0.44% active | purified GLD-1 + fluorescein TGE RNA;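 active = percent inhibition above a per-plate cutoff, the plate mean of test compounds plus 3 SD, cut at about 30% in these data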;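 note: 0% = DMSO wells with GLD-1 and probe and 100% = wells lacking GLD-1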
Yeast superoxide: reduction of superoxide in aged yeast, primary screen, HTS; S. cerevisiae aged cells, superoxide DHE fluorescence; active compounds read low; superoxide response (% of plate mean), % at 10 µM; 330,000 tested, 0.18% active;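 active = superoxide response under a set limit, about three screen SD below normal, cut at about 65% in these data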;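 note: yeast aged for seven days with compound at 30 °C before DHE staining; 100% = average MFI of all compound-treated wells on the plate with controls excluded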
GRK2 inh: compounds blocking aptamer binding on GRK2 – biochemical, human GRK2, bead flow cytometry, HTS, primary screen; Beta-adrenergic receptor kinase 1 (Homo sapiens), P25098; FAM-aptamer displacement from GRK2; inhibition of aptamer binding, % at 10 µM; 330,000 tested, 0.59% active; AID 488847, 2010;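 active = inhibition of aptamer binding above 40%, roughly 3 SD of noise, on plates passing a quality check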;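 note: median bead fluorescence of bound FAM aptamer so fluorescent compounds give negative values; no value below 0 was filed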
AGP1-GFP MLPCN: modulators of AGP1-GFP expression in yeast TOR pathway, primary screen, cell-based, multiplex flow cytometry, S. cerevisiae, MLPCN library; 3 h; GFP as percent of DMSO wells; GFP response vs DMSO, % at 10 µM; 320,000 tested, 0.02% active;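 active = GFP response relative to DMSO above a set limit, near screen average plus 3 SD, cut at about 150% in these data; inconclusive = fewer than 70 cells counted for the yeast strain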;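 note: median GFP channel fluorescence of the gated AGP1 strain per well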
MCL1 BIM primary: inhibitors of MCL1 binding to BIM-BH3, primary screen, biochemical, fluorescence polarization | Induced myeloid leukemia cell differentiation protein Mcl-1 (Homo sapiens), Q07820 | 320,000 tested, 0.68% active | AID 2057, 2009 | GST-MCL1 / FITC-Bim-BH3 fluorescence polarization | inhibition, % at 10.9 µM;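 active = inhibition above the mean inhibition of all tested compounds plus 3 SD, set per campaign, cut at about 40% in these data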;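 note: 0% = DMSO wells and 100% = unlabeled Bim-BH3 peptide control; higher means more loss of mP so more displacement of Bim peptide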
Target sequence (Q07820 whole entry, looked up): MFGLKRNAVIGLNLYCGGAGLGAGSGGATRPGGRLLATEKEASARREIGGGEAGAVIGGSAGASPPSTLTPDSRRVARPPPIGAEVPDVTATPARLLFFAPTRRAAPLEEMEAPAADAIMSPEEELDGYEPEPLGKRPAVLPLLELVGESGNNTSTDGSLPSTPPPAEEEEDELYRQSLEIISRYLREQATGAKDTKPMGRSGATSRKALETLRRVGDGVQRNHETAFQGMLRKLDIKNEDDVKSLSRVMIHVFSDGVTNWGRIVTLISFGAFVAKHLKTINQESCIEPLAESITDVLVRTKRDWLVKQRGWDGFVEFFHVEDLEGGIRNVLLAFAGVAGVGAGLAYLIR
* = called active by the depositor; ? = inconclusive; . = no result given; + = active, no number.

mol	MEX-5 binding	VLA-4 inh	Bcl-xL primary	CIT2 TOR yeast	GLD-1 RNA inh	Yeast superoxide	GRK2 inh	AGP1-GFP MLPCN	MCL1 BIM primary
O=C(N/N=C/c1c(Nc2cccc(C(F)(F)F)c2)nc2ccccn2c1=O)c1ccccc1[N+](=O)[O-]	-1.8	2	5	91	-3	95	6	100	15
COc1ccc(CNC(=O)[C@H](C)NC(=O)C2CCN(S(=O)(=O)c3ccccc3)CC2)cc1	0.7	-8	6	109	3	90	2	108	5
O=C(CN1CCN(S(=O)(=O)c2ccc(F)cc2)CC1)Nc1ccc(Cl)c(C(F)(F)F)c1	-2.3	-2	4	95	2	97	4	93	4
COc1ccccc1S(=O)(=O)Nc1ccc2cn[nH]c2c1	0.0	11	8	104	-5	93	2	92	12
Cn1c(=O)c2c(nc(SCC(=O)NCc3ccc4c(c3)OCO4)n2Cc2ccccc2)n(C)c1=O	1.3	-5	4	96	-7	102	53*	96	1
COc1ccc(C(=O)CSc2nnc(C3CCCCC3)n2N)c(OC)c1	-3.4	11	-1	95	5	117	0	103	1
Cc1ccc(-c2nc(SCC(=O)NCC3CCCO3)c(-c3ccc(Cl)cc3)[nH]2)cc1 (stereo not given)	-0.5	2	1	99	0	94	0	100	-6
CCOc1ccc(C(CC(=O)O)n2cnnn2)cc1OC (stereo not given)	-1.7	7	4	106	1	101	2	98	2
Cc1ccccc1CSc1nnnn1-c1ccc(C(N)=O)cc1	-1.7	-1	-3	98	-8	98	5	97	3
O=C(NC(=S)Nc1ccccn1)c1ccc(-c2ccccc2)cc1	-0.7	5	6	100	8	99	0	90	11

mol	MEX-5 binding	VLA-4 inh	Bcl-xL primary	CIT2 TOR yeast	GLD-1 RNA inh	Yeast superoxide	GRK2 inh	AGP1-GFP MLPCN	MCL1 BIM primary
COc1cc(/C=C2\SC(=O)N(CC(=O)Nc3ccc(C)cc3)C2=O)cc(Cl)c1OCC(=O)O	-0.6	8	5	106	-6	103	9	105	13
CCOc1ccc(CN2CCN(Cc3ccsc3)C(CCO)C2)cc1CO (stereo not given)	-1.4	8	1	100	2	132	0	96	1
COCCOC(=O)c1c(C)n(C)c2ccc(OC(=O)c3ccco3)cc12	-1.0	10	-2	92	0	116	0	94	-5
COc1ccc(NC(=S)NNC(=S)Nc2cccc(C(F)(F)F)c2)cc1	0.4	-3	12	97	10	81	0	105	14
Cc1cc(N2C(=O)C(O)=C(C(=O)c3cc4ccccc4o3)C2c2cccc(Br)c2)no1 (stereo not given)	0.5	-1	-24	82	-19	135	4	96	-55
O=C1NC(=O)N(Cc2ccccc2)C1=O	-0.9	9	57*	99	30	111	5	88	53*
O=C(NCCCN1CCOCC1)C(=O)NCc1ccccc1Cl	-0.5	-2	0	95	-7	109	4	92	-2
NCCc1ccn[nH]1	.	-4	8	82	5	87	0	88	7
O=C(NCCCn1ccnc1)C(=O)NCC(c1cccnc1)N1CCN(c2ccccc2)CC1 (stereo not given)	-1.1	57*	-15	97	-7	131	3	103	-16
COc1ccccc1C1(CCN=Cc2ccc(N(C)C)cc2)CCOC(C)(C)C1 (stereo not given)	2.5	1	8	103	2	101	0	108	0

mol	MEX-5 binding	VLA-4 inh	Bcl-xL primary	CIT2 TOR yeast	GLD-1 RNA inh	Yeast superoxide	GRK2 inh	AGP1-GFP MLPCN	MCL1 BIM primary
CCOC(=O)c1sc2cc([N+](=O)[O-])cc(SCC(=O)OC)c2c1N	-1.5	-26	-4	107	-30	89	3	101	-29
COc1ccccc1CN1CCC(n2nccc2NC(=O)c2ccccc2Cl)CC1	-1.3	3	4	105	-8	79	2	100	10
C/C(Cn1ncc(N2CCOCC2)c(Cl)c1=O)=N\O	3.1	11	3	106	4	106	0	102	-1
C[C@@H](C(O)c1ccccc1)N(C)C(=O)CCc1ccccc1 (stereo not given in full)	-2.1	21	8	108	-1	102	0	97	12
Cc1ccc(NCc2ccccc2OCc2ccccc2F)cc1	-3.1	-13	8	98	3	103	0	96	9
CC(C)(C)c1ccc(C(=O)NCC(=O)N2CCCC2)cc1	-2.5	12	-8	94	-2	98	2	88	-12
COc1ccc(C(=O)N2CCc3[nH]nc(-c4ccccc4)c3C2)cc1	1.3	5	5	93	-4	106	1	90	-4
COc1ccc(-n2nc(C(=O)NCC(=O)N(C)Cc3ccccc3)c3ccccc3c2=O)c(OC)c1	0.9	16	1	89	5	94	1	98	-3
COC(=O)CC1Oc2ccccc2N(Cc2ccc(C)cc2)C1=O (stereo not given)	2.1	-7	-2	91	-7	90	0	94	-8
COC(C[C@H]1O[C@@H]1[C@H](O)COCc1ccccc1)OC	.	8	-8	99	3	107	0	98	-10

mol	MEX-5 binding	VLA-4 inh	Bcl-xL primary	CIT2 TOR yeast	GLD-1 RNA inh	Yeast superoxide	GRK2 inh	AGP1-GFP MLPCN	MCL1 BIM primary
O=C(Cn1cnc2ccccc2c1=O)Nc1nc2ccccc2s1	1.5	0	-6	90	-3	115	0	97	-16
CCc1ccc(C(C)NC(=O)/C(C#N)=C\c2cn[nH]c2-c2ccccc2)cc1 (stereo not given)	3.8	-6	4	94	2	92	0	102	7
COc1ccc(NC(=O)COC(=O)c2cc([N+](=O)[O-])ccc2N2CCOCC2)cc1	-2.0	-7	-1	98	-7	96	0	98	-6
O=c1[nH]c(=O)n(C(c2ccccc2)c2ccccc2)cc1Br	0.6	1	-1	103	-5	105	6	101	2
CC1CCCN(c2nc3nonc3nc2N2CCCC(C)C2)C1 (stereo not given)	0.4	-2	5	94	0	97	1	100	4
Cc1nnsc1C(=O)NC1CCCc2c1cnn2-c1cc(F)cc(F)c1 (stereo not given)	1.9	-2	4	83	-5	96	1	91	-6
Cc1ccc(S(=O)(=O)N(c2cccc(C(F)(F)F)c2)C2C=CS(=O)(=O)C2)cc1 (stereo not given)	-1.4	18	2	95	-3	114	1	91	-1
O=c1[nH]c2ccccc2c2nc(-c3cccc(S(=O)(=O)N4CCCC4)c3)nn12	1.9	-7	6	89	8	113	0	98	1
Cc1ccc(/C=C/C(=O)OCC(=O)NCc2cccs2)o1	.	-4	.	101	3	91	7	101	.
CCC(C)NS(=O)(=O)c1ccc(OCC(=O)NCc2ccco2)cc1 (stereo not given)	1.0	5	4	107	4	110	3	112	6

mol	MEX-5 binding	VLA-4 inh	Bcl-xL primary	CIT2 TOR yeast	GLD-1 RNA inh	Yeast superoxide	GRK2 inh	AGP1-GFP MLPCN	MCL1 BIM primary
C/C(=N\OC(=O)c1ccc(F)cc1)c1ccc(F)c(F)c1	-1.3	-96	3	96	1	94	0	99	3
Cc1nc(SCc2nc3ccc(Cl)cc3[nH]2)c2oc3ccccc3c2n1	.	-5	.	81	-2	109	2	103	.
CC(=O)c1cccc(NC(=O)CN(C)S(=O)(=O)c2ccccc2)c1	-1.1	22	-4	99	1	101	5	101	-4
CC1CC2c3cccc(C(=O)O)c3C(=O)N2c2ccc(Cl)cc21 (stereo not given)	0.8	13	1	76	-5	118	0	87	-2
Cc1nnc(NC(=O)CSc2nc(N)c(NC(=O)c3cccs3)c(=O)[nH]2)s1	0.5	11	6	100	3	103	0	109	5
Cc1cccc(N2C(=O)C(O)=C(C(=O)c3cccs3)C2c2ccc(F)cc2)n1 (stereo not given)	-0.2	9	7	96	0	116	0	95	3
O=C(CN1C(=O)NC2(CCCCCCC2)C1=O)Nc1c(Cl)cccc1Cl	.	-8	.	89	3	79	0	93	.
CCC(C)NC(=O)C1CC(c2ccc(OC)cc2)=NO1 (stereo not given)	2.6	7	-1	103	9	92	0	102	2
CC(CCc1ccccc1)NC(=O)CCNC(=O)c1ccccc1Cl (stereo not given)	.	-3	.	?	2	86	0	?	.
Cc1ccc2sc(C)[n+](CCC(C)S(=O)(=O)[O-])c2c1 (stereo not given)	1.0	18	5	103	-1	89	2	107	13

mol	MEX-5 binding	VLA-4 inh	Bcl-xL primary	CIT2 TOR yeast	GLD-1 RNA inh	Yeast superoxide	GRK2 inh	AGP1-GFP MLPCN	MCL1 BIM primary
CCn1nc(C(=O)Nc2ccc(C)c(C)c2)c(Cl)c1Cl	-2.4	-6	8	109	11	107	1	106	6
CCOc1ccc(C(C)C)cc1S(=O)(=O)n1nc(C)cc1C	3.2	6	4	86	6	83	0	100	2
CCNc1ccccc1CP(=O)(c1ccccc1)c1ccccc1O (stereo not given)	-1.1	4	+	99	+	108	5	98	+
COCCN(CCOC)CC(O)COC(c1ccccc1)c1ccccc1 (stereo not given)	1.9	-4	2	86	-5	113	2	93	2
CCN(CC)C(=O)C1CCCN(c2ccc([N+](=O)[O-])cc2/C=N/NC(=O)c2cccc([N+](=O)[O-])c2)C1 (stereo not given)	-2.1	-2	4	99	1	76	1	97	7
CN(Cc1ccccc1)CC(O)COc1ccc(CNCCOc2cccnc2)cc1 (stereo not given)	-3.6	10	1	104	3	100	0	100	1
CC1(C)CN(c2ccsc2C(=O)O)C1=O	-1.5	-34	-5	95	6	95	0	114	-5
Cc1nc(CC(=O)c2ccc(O)c(C)c2O)cs1	1.3	9	6	106	-1	99	2	102	1
Cc1ccc(-n2nc(C(=O)O)c3ccccc3c2=O)cc1C	2.9	6	7	98	4	98	0	98	5

Compound activity (PubChem BioAssay)
